High-throughput results as filed in PubChem.
Epigenetic reg: regulators of epigenetic silencing causing reporter derepression in mouse cells | murine LDR cells, GFP reporter derepression, 30 h | Potency, µM (doses to about 53.9 µM), inactives show top-dose GFP activation, hits mostly activators | actives 0.2% (n = 280,000); active = well fitted activation curve with a large enough effect; inconclusive = small, poorly fitted or top-dose-only effect; note: % of control where 0% means no effect; nearly all actives have a fitted effect of over 60% in size
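GFP-positive cell count by laser-scanning cytometry (objects 20–120 um) after 30 h, 37 C compound exposure of murine LDR cells; reporter is CMV-GFP integrated at a silenced locus, inducible by HDAC or DNMT inhibitors.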
Starred values were filed as active, the others as inactive; ? = inconclusive. Potency is the fitted concentration of half-maximal effect. Only part of the results is shown; rates above refer to the full screens.

Epigenetic reg	SMILES
3.5%	CCc1ccc(NC(=O)Cn2c(=O)n(CCCCC(=O)NCc3ccc4c(c3)OCO4)c(=O)c3ccccc32)cc1
0.6%	CCOC(=O)c1ccc(NC(=O)CSc2nccn2-c2ccc(OCC)cc2)cc1
0.8%	COc1ccc(-n2c(=O)c3ccc(C(=O)NCc4ccc(C)cc4)cc3n(Cc3cccc(Cl)c3)c2=O)cc1
5.1%	Cc1cccc(NC(=O)c2ccc3nc(C(C)C)oc3c2)c1C
2.1%	CCOC(=O)C1CCN(C(=O)Cn2c(-c3cccs3)cc3cc(Cl)ccc32)CC1
-0.9%	COC(=O)c1c(NC(=O)COc2ccc(C)cc2Br)sc2c1CCCC2
-0.2%	CCOc1ccc(CCNC(=O)c2cnc3c(-c4ccc(F)cc4)c(C)nn3c2C)cc1
1.7%	Cc1ccc(CNC(=O)c2cc(S(=O)(=O)N3CCCC(C)C3)cn2C)cc1 (centres undefined)
0.0%	Cc1ccc(S(=O)(=O)Nc2cc3c(cc2C)n(C)c(=O)c(=O)n3C)cc1
7.1%	Cc1cc(C)c(Nc2ncnc3c2cnn3C)c(C)c1

(list continues)
Epigenetic reg	SMILES
-0.9%	CC(=O)c1ccc(N2CCN(C(=O)CCCCn3c(=O)[nH]c4ccsc4c3=O)CC2)cc1
-1.2%	O=C(NC1CCCCC1)c1ccc(CSc2nc3cccnc3n2Cc2ccccc2)cc1
1.3%	Cc1ccccc1NC(=O)c1ccc(F)c(S(=O)(=O)N(C)C2CCCCC2)c1
-1.6%	CCc1ccc(-c2nc3cc(NC(=O)c4cc5ccccc5cc4OC)ccc3o2)cc1
2.9%	O=C(NC1CC(=O)N(c2ccc(Cl)cc2)C1)c1cc2ccccc2o1 (centres undefined)
-1.0%	COC(=O)c1cc(NC(=O)CN(c2ccccc2)S(=O)(=O)N(C)C)ccc1Cl
0.0%	COc1ccccc1N1CCN(c2nc3c(S(=O)(=O)c4ccccc4)nnn3c3ccc(Cl)cc23)CC1
-1.2%	CN(Cc1ccccc1)C(=O)c1nc(-c2ccc(Cl)cc2)n2c1CCCCC2
0.4%	Cc1ccccc1CNC(=O)C(=O)NCC(c1ccco1)S(=O)(=O)c1ccccc1 (centres undefined)
0.0%	COc1ccc(NC(=O)N2CCC(CN3CCCC3)CC2)c(OC)c1

A different layout for part of the listing above.
Molecule,Epigenetic reg
CCOC(=O)c1ccc(NC(=O)CSc2nccn2-c2ccc(OCC)cc2)cc1,0.6%
COc1ccc(-n2c(=O)c3ccc(C(=O)NCc4ccc(C)cc4)cc3n(Cc3cccc(Cl)c3)c2=O)cc1,0.8%
Cc1cccc(NC(=O)c2ccc3nc(C(C)C)oc3c2)c1C,5.1%
CCOC(=O)C1CCN(C(=O)Cn2c(-c3cccs3)cc3cc(Cl)ccc32)CC1,2.1%
COC(=O)c1c(NC(=O)COc2ccc(C)cc2Br)sc2c1CCCC2,-0.9%
CCOc1ccc(CCNC(=O)c2cnc3c(-c4ccc(F)cc4)c(C)nn3c2C)cc1,-0.2%
Cc1ccc(CNC(=O)c2cc(S(=O)(=O)N3CCCC(C)C3)cn2C)cc1 (centres undefined),1.7%
Cc1ccc(S(=O)(=O)Nc2cc3c(cc2C)n(C)c(=O)c(=O)n3C)cc1,0.0%
Cc1cc(C)c(Nc2ncnc3c2cnn3C)c(C)c1,7.1%
CC(=O)c1ccc(N2CCN(C(=O)CCCCn3c(=O)[nH]c4ccsc4c3=O)CC2)cc1,-0.9%
O=C(NC1CCCCC1)c1ccc(CSc2nc3cccnc3n2Cc2ccccc2)cc1,-1.2%
Cc1ccccc1NC(=O)c1ccc(F)c(S(=O)(=O)N(C)C2CCCCC2)c1,1.3%
CCc1ccc(-c2nc3cc(NC(=O)c4cc5ccccc5cc4OC)ccc3o2)cc1,-1.6%
O=C(NC1CC(=O)N(c2ccc(Cl)cc2)C1)c1cc2ccccc2o1 (centres undefined),2.9%
COC(=O)c1cc(NC(=O)CN(c2ccccc2)S(=O)(=O)N(C)C)ccc1Cl,-1.0%
COc1ccccc1N1CCN(c2nc3c(S(=O)(=O)c4ccccc4)nnn3c3ccc(Cl)cc23)CC1,0.0%

Continued.
Epigenetic reg	SMILES
-0.9%	CCCN(CCC)CCCNC(=O)Cn1cnc2sc(C)c(S(=O)(=O)N3CCCCC3)c2c1=O
1.9%	CC(=O)c1cccc(NC(=O)Cn2nc(C(F)(F)F)c3c2CCC3)c1
-1.6%	COc1ccccc1NC(=O)CSc1nnc(-c2cccc(Cl)c2)o1
0.0%	Cc1c(C(=O)N2CCCCC2)c(S(=O)(=O)NCc2ccc(N(C)C)cc2)c(C)n1C
0.0%	COc1ccc(NC(=O)Cn2c(=O)oc3cc(Cl)ccc32)c(OC)c1
2.2%	CCOC(=O)c1ccc(NC(=O)c2c(NCc3cccs3)sc3c2CCCCC3)cc1
-1.0%	CCc1ccc(NS(=O)(=O)c2ccc3[nH]cc(C(=O)NCc4ccc(C)cc4)c(=O)c3c2)cc1
?	O=C(Nc1ccc(C(=O)OCc2cc(=O)n3nc(C4CC4)sc3n2)cc1)c1ccccc1
0.8%	CCc1ccccc1NC(=O)CCCN1C(=O)COc2ccc(C)cc21
0.0%	COc1cccc(Cn2c(CNS(=O)(=O)c3ccc(F)c(Cl)c3)nc3cccnc32)c1

Remaining list, next part
Epigenetic reg	SMILES
-0.7%	COC(=O)C1=C(c2ccccc2)c2ccccc2S(=O)(=O)N1CC(=O)Nc1ccc(F)c(F)c1
-0.9%	CSCCC(NS(=O)(=O)c1cccs1)C(=O)Nc1ccc(C)c(Cl)c1 (centres undefined)
-0.1%	O=C(Nc1cccc(F)c1)C1CCN(S(=O)(=O)c2cccc3nsnc23)CC1
3.9%	CCOc1ccc(NC(=O)C2CC(=O)N(c3ccc(C(C)C)cc3)C2)cc1 (centres undefined)
?	COc1ccc(CCNC(=O)c2ccc(-n3c(C)cc4c3CCC(C)C4)cc2)cc1OC (centres undefined)
-1.7%	COCCNC(=O)C1CCCN(S(=O)(=O)c2ccc3c(ccn3C)c2)C1 (centres undefined)
-1.2%	CCCn1c2ccccc2c2cnn(CC(=O)NCC3CCN(Cc4ccccc4C)CC3)c(=O)c21
0.0%	Cc1ccc(S(=O)(=O)c2cn(Cc3cccc(F)c3)c3cc(N4CCCC4)c(F)cc3c2=O)cc1
10.5%	O=C(Nc1cccc(-c2nc3ncccc3o2)c1)c1ccc(-c2cccc(Cl)c2Cl)o1
-2.3%	COc1ccc(NC(=O)c2ccco2)cc1NC(=O)C(C)Oc1ccc(Cl)cc1Cl (centres undefined)

Carrying on.
Epigenetic reg	SMILES
-0.6%	CN(C)c1ccc(C(=O)Nc2cccc(-c3nc4cccnc4s3)c2)cc1
5.8%	COc1ccc2cc(-c3nc(-c4ccc(N(C)C)cc4)no3)c(=O)oc2c1
-2.6%	COc1ccccc1CNC(=O)C1CCCN(c2nnc(-n3c(C)ccc3C)s2)C1 (centres undefined)
2.4%	CCOc1ccc(Br)cc1C1C(C(=O)OC)=C(C)NC2=C1C(=O)c1ccccc12 (centres undefined)
1.5%	CCn1nc(C)c2c(-c3ccccc3)cc(=O)n(C(C)C(=O)NCCc3ccc(Cl)cc3)c21 (centres undefined)
0.8%	Cc1ccc2cccc(NC(=O)COc3ccccc3Cl)c2n1
1.4%	Cc1ccc(N(CC(=O)Nc2ccc(Br)c(C)c2)S(=O)(=O)c2cccs2)cc1
-1.3%	CCN(CC)CCNC(=O)c1ccc2c(c1)NC(=O)C(CS(=O)(=O)Cc1cccc(Br)c1)N2 (centres undefined)
6.3%	CCOc1ccc(NC(=O)CC2C(=O)N(c3ccc(Cl)cc3)C(=O)N2Cc2cccs2)cc1 (centres undefined)
9.9%	O=c1oc2ccccc2cc1-c1nc(-c2cccc(Cl)c2)cs1

Continuation.
Epigenetic reg	SMILES
0.0%	COc1ccc(-n2ccnc2SCC(=O)Nc2nnc(C)s2)cc1
-1.8%	CCN(Cc1ccccc1)C(=O)Cn1c(=O)n(-c2cccc(C)c2)c(=O)c2c1c1cc(OC)ccc1n2C
1.4%	COc1ccc(CNC(=O)C2CCN(S(=O)(=O)c3ccc4nc5c(c(C(=O)O)c4c3)CC(C)CC5)CC2)cc1 (centres undefined)
17.0%	Cc1ccc(CN2C(=O)C(O)(CC(=O)c3ccc(C)cc3)c3ccccc32)cc1 (centres undefined)
0.9%	Cc1ccc(NC(=O)c2ccc(NC(=O)CCS(=O)(=O)c3cccs3)cc2)cc1F
?	O=C(NCc1cccs1)c1nn(-c2ccccc2F)nc1CO
0.7%	CCOC(=O)c1c(C)[nH]c(C)c1S(=O)(=O)N1CCCC(C(=O)NCc2ccc(Cl)cc2)C1 (centres undefined)
-1.5%	Cc1ccc(CCNC(=O)c2cc3ccccn3n2)cc1
0.0%	CCOc1ccc(NC(=O)Cn2nc(-c3ccncc3)ccc2=O)cc1
?	CCCCOC(=O)c1ccc(NC(=O)/C(C#N)=C/c2ccc(-c3ccccc3)o2)cc1

Next part; the last 2 above are carried over.
Epigenetic reg	SMILES
0.0%	CCOc1ccc(NC(=O)Cn2nc(-c3ccncc3)ccc2=O)cc1
?	CCCCOC(=O)c1ccc(NC(=O)/C(C#N)=C/c2ccc(-c3ccccc3)o2)cc1
0.0%	CCOC(=O)C1CCN(Cc2cn3c(-c4ccc(OC)cc4)nnc3s2)CC1
1.2%	Cc1cccc(NC(=O)Cn2nc(N3CCN(c4ccccc4)CC3)ccc2=O)c1C
0.0%	CCOc1ccccc1C(=O)NC1(C(F)(F)F)NC(=O)N(CCc2ccc(OC)c(OC)c2)C1=O (centres undefined)
?	COc1cc(Cl)c(C)cc1Nc1nc2ccccc2nc1NS(=O)(=O)c1ccccc1
0.8%	COc1ccc(OCc2ccc(-c3nc(C#N)c(N4CCN(C)CC4)o3)o2)cc1
-0.3%	CCOC(=O)c1sc2ncn(CC(=O)Nc3cc(Cl)ccc3C)c(=O)c2c1C
-1.4%	Cc1ccc(C)c(Nc2nc3c(S(=O)(=O)c4ccc(Br)cc4)nnn3c3ccsc23)c1
-4.4%	Cc1ccc(Cl)cc1N1CCN(CCNC(=O)Nc2ccccc2Cl)CC1
5.2%	CSc1cccc(N2C(=O)N(CC(=O)NCc3ccccc3Cl)c3ccccc3S2(=O)=O)c1
-1.0%	COc1ccc(CN2C(=O)N(c3cccc(C)c3)C(=O)C2CC(=O)Nc2ccc(F)cc2)cc1OC (centres undefined)

(more compounds)
Epigenetic reg	SMILES
0.8%	Cc1cc(=O)n(CC(=O)NCc2ccc(OC(C)C)cc2)c2c1c(C)nn2-c1cccc(F)c1
0.0%	Cc1ccc(-n2c(=O)c3c(c4cc(C)ccc4n3C)n(CC(=O)N3CCCC3)c2=O)cc1
6.5%	COc1ccc(OC)c(NC(=O)CSc2nc3ccccc3c(=O)n2CCC(=O)NC2CCCCC2)c1
0.0%	Cc1ccc(S(=O)(=O)c2nnn3c2nc(N(C)Cc2ccccc2)c2cc(Cl)ccc23)cc1C
2.1%	CC1CCCN(S(=O)(=O)c2cc3c4c(c2)CC(=O)N4CCC3)C1 (centres undefined)
0.2%	CCCN1Cc2cccc(C(=O)Nc3ccccc3C(=O)OC)c2C1=O
3.2%	COc1ccc(CNC(=O)c2ccc(CS(=O)Cc3ccccc3Cl)o2)cc1 (centres undefined)
2.2%	Cc1cc(N2CCN(c3cc(Cl)ccc3C)CC2)n2nc(-c3ccccc3)nc2n1
0.8%	O=C(CSc1nccn1Cc1ccc(F)cc1)NCc1ccco1
-0.5%	COc1ccc(CCn2c(=O)c3ccccc3n(CC(=O)Nc3cccc(C)c3)c2=O)cc1OC

Other compounds follow.
Epigenetic reg	SMILES
-1.2%	Cc1ccc(CNC(=O)CN2CCCN(Cc3ccc(F)cc3)S2(=O)=O)cc1
2.2%	COc1ccc(C2=CC(c3ccc(N(C)C)cc3)n3nnnc3N2)cc1 (centres undefined)
-0.9%	CC(NC(=O)CCCN1C(=O)CCn2nc(-c3cn(C)c4ccccc34)cc21)c1ccccc1 (centres undefined)
-1.3%	CCc1sc(Nc2ccc(Cl)cc2)nc1-c1cc2cccc(OC)c2oc1=O
1.0%	Cc1nnc(SCc2cc(=O)c3cc(F)ccc3[nH]2)n1C
2.6%	COc1ccc(NC(=O)C2CCCN(c3cnccn3)C2)c(OC)c1 (centres undefined)
6.8%	CCc1ccc(NC(=O)c2ccc3[nH]c(C)c(C)c3c2)cc1
1.1%	COc1ccc(N(CC(=O)N2CCN(c3ccc(F)cc3)CC2)S(=O)(=O)c2c(C)nn(C)c2C)cc1
-1.2%	COc1ccc(NC(=O)Cn2ncc3c([nH]c4ccccc43)c2=O)cc1Cl
-2.9%	Cc1cccc(-n2c(=O)c3c(c4cc(C)ccc4n3C)n(CC(=O)N3CCCC3)c2=O)c1

New compounds follow
Epigenetic reg	SMILES
-1.9%	Cc1ccc2oc(C(=O)Nc3ccc(S(=O)(=O)N(C)c4ccccc4)cc3)cc(=O)c2c1
0.0%	COc1ccc(-c2nc(CS(=O)CC(=O)NCCc3ccccc3)c(C)o2)cc1OC (centres undefined)
0.0%	CCCOC(=O)c1c(NC(=O)c2cc3ccccc3c(=O)o2)sc2c1CCC(C)C2 (centres undefined)
-2.3%	CCC(=O)N1CCc2cc(S(=O)(=O)NC(C(=O)Nc3cc(OC)cc(OC)c3)C(C)C)ccc21 (centres undefined)
-2.8%	CCc1ccccc1NC(=O)CSCc1cnn(-c2ccccc2)c1-n1cccc1
-1.0%	CCOc1ccccc1C(=O)NC1(C(F)(F)F)C(=O)Nc2c1c(=O)[nH]c(=O)n2-c1ccc(F)cc1 (centres undefined)
-0.2%	CN1C(=O)Cc2cc(S(=O)(=O)CCC(=O)Nc3ccccc3)ccc21
0.0%	CCN1CCN(c2c(S(=O)(=O)c3ccc(C)c(C)c3)cnc3cc(OC)c(OC)cc23)CC1
-1.4%	COc1ccccc1Cc1nc2ccccc2nc1SCC(=O)N1CCCCC1
3.3%	COc1ccc2sc(N(Cc3cccnc3)C(=O)c3cccs3)nc2c1
2.2%	Cc1ccc(S(=O)(=O)NCC(c2ccc(N(C)C)cc2)N2CCOCC2)cc1 (centres undefined)
0.0%	COc1ccc(NC(=O)c2cc(C)nc3c2c(C)nn3-c2cccc(Cl)c2C)c(OC)c1
1.5%	CCCCNC(=O)Cn1c(=O)cc(C)c2c(C)nn(-c3ccc(CC)cc3)c21
